# ATG4B inh = ATG4B (human) cysteine protease inhibition | Q9Y4P1 | AID 504462 | 0.51% of 340,000 active | ATG4B cleavage of LC3-PLA2, NBD-HPC fluorescence, 1 h | inhibition, % at 8.33 µM; in the data active means inhibition above about 40%
# CCR6 antagonist = blocks CCL20-driven beta-arrestin recruitment at human CCR6. 0.49% of 340,000 active. inhibition, % at 20 µM. CHO-K1 CCR6 PathHunter beta-arrestin, luminescence, CCL20-stimulated. P51684;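 active means compounds whose inhibition of the agonist-driven luminescence signal at 20 µM reaches about 50%, limit read from the data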;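 further: cells stimulated with CCL20 at 14 nM final; plate controls were DMSO with CCL20 for no effect and DMSO without agonist for full effect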
# CXCR6 block = inhibitors of human CXCR6 receptor | O00574 | CHO-K1 PathHunter CXCR6 beta-arrestin, luminescence | inhibition, % at 20 µM | 0.36% of 360,000 active; in the data active means inhibition above about 34%, passing the limit was not always enough;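 further: antagonist mode with CXCL16 agonist at 10 nM final; 0% = 10 nM CXCL16 with DMSO and 100% = unstimulated wells without agonist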
# Target sequence (O00574 whole entry, looked up): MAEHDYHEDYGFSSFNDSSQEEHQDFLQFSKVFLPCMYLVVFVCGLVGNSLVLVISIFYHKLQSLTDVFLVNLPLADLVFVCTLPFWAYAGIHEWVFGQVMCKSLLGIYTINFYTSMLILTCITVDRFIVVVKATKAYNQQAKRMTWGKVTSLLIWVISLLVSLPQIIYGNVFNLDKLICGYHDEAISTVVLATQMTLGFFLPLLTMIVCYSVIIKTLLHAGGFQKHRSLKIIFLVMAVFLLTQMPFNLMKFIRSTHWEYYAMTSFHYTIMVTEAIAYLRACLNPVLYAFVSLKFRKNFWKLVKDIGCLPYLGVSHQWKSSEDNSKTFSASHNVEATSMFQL
# APJ antag = antagonists of human APJ apelin receptor; P35414; CHO-K1 APJ beta-arrestin complementation, luminescence; AID 2521; inhibition, % at 20 µM; 0.32% of 330,000 active;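 active means inhibition above about 40% at 20 µM, limit read from the data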;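 further: cells challenged with 10 nM apelin-13 agonist together with compound; plate controls were apelin-13 plus DMSO wells for no effect and DMSO wells lacking apelin-13 for full effect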
# EBI2 block = blocks human EBI2 receptor beta-arrestin signaling. P32249. EBI2 beta-arrestin recruitment, luminescence, 7a,25-OHC stimulated. inhibition, % at 5 µM. 0.81% of 360,000 active; in the data active means inhibition above about 38%;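 further: enzyme fragment complementation signal reports receptor beta-arrestin coupling in cells; 0% = agonist plus DMSO wells and 100% = wells without agonist; some results beyond the cut were filed as inactive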
# Target sequence (P32249 whole entry, looked up, the tested form may be a part): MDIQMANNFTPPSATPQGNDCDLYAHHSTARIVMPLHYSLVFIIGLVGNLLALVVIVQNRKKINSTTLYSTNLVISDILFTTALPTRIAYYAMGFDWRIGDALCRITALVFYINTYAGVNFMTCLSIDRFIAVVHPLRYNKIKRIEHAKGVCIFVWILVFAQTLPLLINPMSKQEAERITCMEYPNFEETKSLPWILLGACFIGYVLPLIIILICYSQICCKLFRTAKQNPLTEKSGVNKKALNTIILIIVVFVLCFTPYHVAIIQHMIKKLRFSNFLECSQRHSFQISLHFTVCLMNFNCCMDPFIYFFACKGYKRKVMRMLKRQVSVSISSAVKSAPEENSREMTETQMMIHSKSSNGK
# UBC13 polyUb = human UBC13 polyubiquitination inhibition | inhibition, % at 20 µM | P61088 | UBC13 polyubiquitin chain formation, TR-FRET | 0.47% of 330,000 active; in the data active means inhibition above about 45%, passing the limit was not always enough; inconclusive means no clear call, values can overlap the other calls
# Target sequence (P61088 whole entry, looked up): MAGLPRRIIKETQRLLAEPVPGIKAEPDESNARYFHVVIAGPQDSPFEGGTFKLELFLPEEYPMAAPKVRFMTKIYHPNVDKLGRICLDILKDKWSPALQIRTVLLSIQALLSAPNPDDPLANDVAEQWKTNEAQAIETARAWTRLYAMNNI
# Gli-Sufu antag = blocks Gli-Sufu signaling in a luciferase reporter; Sufu-KO-LIGHT fibroblasts, Gli luciferase reporter luminescence; inhibition, % at 5 µM; 0.74% of 340,000 active;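 active means inhibition above about 55%, limit read from the data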;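 further: 0% = DMSO-treated cells and 100% = wells with medium but no cells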
# APJ ag = activates the human apelin receptor APJ; CHO-K1 APJ PathHunter beta-arrestin, luminescence; 0% DMSO wells, 100% apelin; activation, % at 20 µM; 0.11% of 330,000 active; AID 2520;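 active means activation more than six SD over the plate average, tested at 20 µM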;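 further: 0% = DMSO alone and 100% = apelin-13 at 10 nM; some results filed as inactive read as strong as hits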
#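 Assay system – PathHunter CHO-K1 APJ (AGTRL-1) beta-arrestin reporter cells · Compound – one dose, 20 µM compound, 1% DMSO · Timing – compound 90 min 25 °C, reagent 1 h · Measured by – luminescence from split beta-galactosidase complementation, Galacton Star/Emerald II substrate · Measure – beta-arrestin recruitment to APJ as agonist activity, luminescent signal · Benchmarks – DMSO vs Apelin-13 10 nM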
# Active calls of the source: *; ? = inconclusive; / = not tested or not shown.
SMILES,ATG4B inh,CCR6 antagonist,CXCR6 block,APJ antag,EBI2 block,UBC13 polyUb,Gli-Sufu antag,APJ ag
Cc1ccccc1OCc1nnc(SCC(=O)N2CCc3ccccc32)n1C,-7,6,-24,-6,1,5,7,3
CC(=O)OC(C(=O)NCc1ccc2c(c1)OCO2)c1ccccc1Cl (stereo unspecified),-14,14,7,19,-13,6,-3,-4
CSc1ccccc1NC(=S)Nc1cc(C)cc(C)c1,0,18,7,16,-5,-6,-8,-9
Cc1cccc(N=Nc2c(O)[nH]c3ccc(F)cc23)c1,-8,-4,6,-1,7,3,-40,-2
CC(=O)Oc1c(S(=O)(=O)c2ccc(C)cc2)c(C)nn1-c1ccccc1,-5,15,4,4,-4,-6,11,1
O=C(O)CC(NC(=O)C12CC3CC(CC(C3)C1)C2)c1ccc(F)cc1 (stereo unspecified),-4,1,4,2,5,-5,/,-1
COc1ccc(CCCC(=O)NC(C)c2ccccc2)cc1 (stereo unspecified),3,25,7,9,2,2,-2,3
CCOc1cc(N2CCOCC2)c(OCC)cc1NC(=O)C1=COCCO1,-4,-3,3,6,-9,-20,15,-5
COc1cccc(C=NNC(=O)C2CC2)c1,0,6,1,/,-8,/,-6,/
CCC(C)C(NS(=O)(=O)c1ccc(C)cc1)C(=O)N1CCOCCOCCOCC1 (stereo unspecified),8,10,5,-4,-3,4,19,-1
CCCCNC(=O)CN(c1cc(C(F)(F)F)ccc1Cl)S(C)(=O)=O,2,3,0,2,-16,9,0,1
COc1ccc(C(=O)NNC(=O)c2ccc3ccccc3c2)cc1,-15,3,-6,/,38,/,7,/
COc1ccc2c(c1)CCc1cc(C(=O)N3CCN(c4ccc(N5CCOCC5)nn4)CC3)sc1-2,-8,-4,-13,-183,20,6,12,6
O=C(c1cn2ccccc2n1)N1CCCC(Nc2ccc(F)c(F)c2)C1 (stereo unspecified),-3,0,1,-4,-8,3,-12,-2
CCCCN=C(C)c1c(O)c2ccccc2oc1=O,-8,5,-1,8,2,7,-44,2
CCOC(=O)c1ccccc1N/C=C/C(=O)c1ccccc1,2,8,-6,11,9,5,22,-4
CC(C)NC(=O)c1sc2c(c1C(=O)Nc1cccnc1)CCCC2,-1,12,-9,-15,-10,0,2,-4
Cc1[nH]n(-c2ccccc2)c(=O)c1C=Nc1cccc(F)c1,3,15,-10,10,-6,-10,0,-3
COc1ccccc1N1CCN(CCC(=O)Nc2ccc3c(c2)OCO3)CC1,1,3,8,-5,0,-10,2,-2
CCCN1C(=O)/C(=C/c2c(NCCCOCC)nc3c(C)cccn3c2=O)SC1=S,1,37,22,/,4,/,-15,/

# Laid out differently: results already given
smiles: CSc1ccccc1NC(=S)Nc1cc(C)cc(C)c1
  ATG4B inh: 0	CCR6 antagonist: 18	CXCR6 block: 7	APJ antag: 16	EBI2 block: -5	UBC13 polyUb: -6	Gli-Sufu antag: -8	APJ ag: -9
smiles: Cc1cccc(N=Nc2c(O)[nH]c3ccc(F)cc23)c1
  ATG4B inh: -8	CCR6 antagonist: -4	CXCR6 block: 6	APJ antag: -1	EBI2 block: 7	UBC13 polyUb: 3	Gli-Sufu antag: -40	APJ ag: -2

# Back to the main list, starting 3 compounds before the break.
SMILES,ATG4B inh,CCR6 antagonist,CXCR6 block,APJ antag,EBI2 block,UBC13 polyUb,Gli-Sufu antag,APJ ag
Cc1[nH]n(-c2ccccc2)c(=O)c1C=Nc1cccc(F)c1,3,15,-10,10,-6,-10,0,-3
COc1ccccc1N1CCN(CCC(=O)Nc2ccc3c(c2)OCO3)CC1,1,3,8,-5,0,-10,2,-2
CCCN1C(=O)/C(=C/c2c(NCCCOCC)nc3c(C)cccn3c2=O)SC1=S,1,37,22,/,4,/,-15,/
O=Cc1ccnc(-c2ccc(OC(=O)c3ccco3)cc2)n1,18,9,5,2,3,-5,2,5
CN(CCc1ccccc1)Cc1nc(-c2cnccn2)no1,2,11,7,4,-1,2,-5,-3
CCOC(=O)c1ccc(NC(=S)N(CCCN(CC)CC)Cc2ccco2)cc1,-4,4,6,15,-10,12,6,1
C=CCn1c(COc2ccc(F)cc2)nnc1SCC(=O)NC1CC1,-3,5,1,-1,-7,-6,-5,-2
OCC[C@@H]1C[C@H](O)[C@@H](O)[C@@]2(Cc3ccccc3O2)O1,2,-6,4,-4,-10,3,-12,-6
Cc1ccc(Nc2c(F)c(F)c(F)c(F)c2C(=O)O)cc1,5,-5,4,13,-3,-3,-1,-4
Cc1c(NC(=O)COC(=O)C23CC4CC(CC(O)(C4)C2)C3)c(=O)n(-c2ccccc2)n1C,6,3,19,15,4,9,-14,-2
CCOC(=O)C1CCCN(S(=O)(=O)c2cc3c(cc2Cl)NC(=O)CO3)C1 (stereo unspecified),-7,-8,-5,-29,-5,2,-2,-1
CCN(C(=O)COC(=O)COc1ccc2c(c1)CCC2)c1c(N)n(Cc2ccccc2)c(=O)[nH]c1=O,-1,9,4,14,-7,4,-7,-2
Cc1ccc(SCC(=O)NC(=O)Nc2ccc3c(c2)OCCO3)cc1C,27,6,-1,-5,-10,-12,-5,-2
CC1(C)Cc2cccc(OCC(=O)OCC(=O)NCc3ccccc3)c2O1,-1,6,8,-50,8,-2,13,5
COc1ccc(CCNC(=O)c2cc(-c3ccccn3)nc3ccccc23)cc1,-5,8,5,18,9,4,1,-2
Cc1nnc(Sc2c(N)n(C)c(=O)[nH]c2=O)s1,13,-4,-9,15,-8,13,-1,0
O=C(NNS(=O)(=O)Cc1ccccc1)c1ccc([N+](=O)[O-])cc1,-7,11,-5,-24,-13,-8,-11,1
COc1cc(C2NC(=O)N(C)C3=C2C(=O)CCC3)cc(OC)c1OC (stereo unspecified),7,11,2,9,-2,-5,-7,4
CC1CCc2c(nc3ncnn3c2Nc2ccc(OC(F)(F)F)cc2)C1 (stereo unspecified),-2,-1,2,10,-26,-7,12,-2
O=C(CSc1nnc(CCCO)n1-c1ccccc1)Nc1nccs1,-5,-3,0,-1,-1,8,23,-4
CC1(C)CC(=O)C=C(c2cccs2)C1,-3,-1,-4,4,-7,1,-22,-3
CC(=O)Nc1ccc(CN2CCN(c3cccc(C(F)(F)F)c3)CC2)cc1,-7,9,2,8,5,2,4,-1
Nc1ccc(C#Cc2ccc3sc4ccccc4c(=O)c3c2)cc1,0,4,1,-14,19,13,-67,8
CC(=O)NC(Cc1ccccc1)C(=O)NC1CCN(C(=O)NC2CCCCC2)CC1 (stereo unspecified),5,2,-4,23,-13,12,1,-5
COc1ccc(Cc2nc(-c3ccccn3)no2)cc1,-7,9,-6,-15,2,6,-47,-1
CN1CCN(c2ccccc2NS(=O)(=O)c2ccc3c(c2)CCN3C(=O)C2CCC2)CC1,0,4,/,1,/,17,11,-1
Cc1ccc(C2(C)NC(=O)N(CC(=O)NC(=O)NC(C)(C)C)C2=O)cc1 (stereo unspecified),3,4,0,-16,2,1,18,1
COc1cccc(CN(C)C(=O)CNC(=O)c2cccs2)c1OC,8,1,8,8,-1,8,-10,-6
O=S(=O)(NCc1ccncc1)c1ccccc1,-5,-11,0,2,-8,9,34,-1
COC(C[C@H]1O[C@H]1[C@@H](O)[C@@H](C)OCc1ccccc1)OC,-2,11,-3,-7,-12,1,-3,-3
Nn1c(SCC(=O)Nc2nccs2)nncc1=O,-7,-9,-5,4,-3,-3,34,-2
COc1ccc(F)cc1C(=O)C1CCCN(C(=O)CSc2ccccn2)C1 (stereo unspecified),-4,2,0,-15,-9,-8,2,-4
CC(Oc1ccccc1F)c1nnc(SCC(=O)N(c2ccccc2)C2CCS(=O)(=O)C2)o1 (stereo unspecified),-7,1,7,2,-4,4,2,-1
CCC(CO)Oc1cc(NC(=O)c2ccc(N)cc2)c2ncn(C(C)C)c2c1 (stereo unspecified),0,2,-1,-23,-2,22,-2,1
CN(CC(=O)Nc1cccc(F)c1)C(=O)CN1C(=O)NC2(CCCCC2)C1=O,-8,7,5,-37,-6,0,-20,-2
Cc1ccc(/C=C/C(=O)Nc2cc(=O)n(C)c(=O)n2C)o1,-7,11,13,3,-13,-18,2,-1
Cc1cccc(Nc2nc(-c3c(C)nc4ccccn34)cs2)c1,-8,4,1,15,63*,4,49,-1
COc1ccc(S(=O)(=O)N(C)C[C@@H]2Oc3c(NS(C)(=O)=O)cccc3C(=O)N([C@@H](C)CO)C[C@H]2C)cc1,-5,5,-10,17,-6,-6,-3,-3
Cc1nc(NC(=O)C2CC2)sc1C(=O)N1CCCCC1,-6,-1,-4,1,-11,3,-1,3
CC(C)c1ccc(NC2CCCN(C(=O)CCN3CCCO3)C2)cc1 (stereo unspecified),4,4,2,7,2,-7,-32,-5
O=C(CN1C(=O)c2ccccc2C1=O)N1CCN(c2ccccc2)CC1,-5,-5,-4,-15,-5,2,-2,-6
O=C(c1cnn2ccccc12)N1CCc2ccccc21,-11,2,-3,13,2,4,-76,0
CCCCn1c(N)c(N(Cc2ccccc2OC)C(=O)COc2ccccc2OC)c(=O)[nH]c1=O,-3,-4,1,-4,-7,5,15,-3
Cc1ccc(S(=O)(=O)NCCC(=O)N2CC(C)OC(C)C2)cc1 (stereo unspecified),-4,-3,-3,5,0,-6,-4,-1
CC(=O)N1c2ccc(S(=O)(=O)N3CCCCC3)cc2CC1C(=O)Nc1ccc(C)cc1 (stereo unspecified),1,14,-1,-7,8,-2,-6,-3
Cc1c(C)n(CCN(C)C)c2ccc(C(=O)OCCN(C)C)cc12,-4,11,4,/,-1,/,12,/
Cc1ccc(NC(=O)CCC(=O)Nc2nnc(C3CCCCC3)s2)cc1,6,15,-2,2,-5,-6,-7,2
N/C(Cc1ccc([N+](=O)[O-])cc1)=N\OC(=O)CC1CCCCC1,11,9,-4,-29,4,14,6,1
COc1ccc(-n2c(SCC(=O)NCc3ccco3)nc3c([nH]c4ccccc43)c2=O)cc1,-3,14,-3,-75,17,-10,11,-3
CC1C/C(=N\NC(=O)c2cccnc2)CC(C)(C)C1 (stereo unspecified),5,4,6,4,-9,-4,0,0
O=C(NC(=S)Nc1ccc(F)cc1)c1ccc2c(c1)OCCO2,-2,23,14,9,5,7,-86,-6
O=C(Nc1cccc([N+](=O)[O-])c1)Nc1cccs1,1,15,-6,13,9,6,15,-3
O=C(NCCC1CCCCN1S(=O)(=O)c1cccs1)C(=O)Nc1ccccc1F (stereo unspecified),4,12,-2,-22,-8,-1,-9,-8
Nc1nc2ccccc2n1C(=O)c1ccco1,-2,16,4,/,0,/,-30,/
CCc1cccc(NC(=O)CCNS(=O)(=O)c2ccc3c(c2)oc(=O)n3C)c1,2,3,5,16,-4,4,-1,-5
Oc1c(-c2cc(-c3ccco3)[nH]n2)ccc2ccccc12,9,1,3,-15,15,?,-90,1
O=C(CCN1C(=O)/C(=C\c2cccs2)SC1=S)Nc1nccs1,-4,13,9,5,-1,-8,26,-3
NS(=O)(=O)c1ccc(NC(=S)NNC(=O)c2cccs2)cc1,-3,32,13,15,-11,-2,-5,0
COc1ccc(N(CC(=O)NC2CC3CCC2C3)S(=O)(=O)c2ccccc2)cc1Cl (stereo unspecified),-6,12,4,0,3,0,4,-6
Nc1ccccc1SCc1cn2cccnc2n1,-8,2,-2,10,-1,3,-8,-1
COCCn1c(SCC(=O)Nc2nc(C)cs2)nnc1C(C)C,-2,-6,1,-20,-1,-3,-14,0
CCOC(=O)C1=C(C)N(CCO)C(=O)NC1c1cccc(O)c1 (stereo unspecified),0,7,-6,11,1,2,1,-1
Cc1ccc(NC(=O)CS(=O)CC(=O)NCC2CCCO2)cc1 (stereo unspecified),6,7,1,-1,-15,-12,5,1
COC(=O)c1c(C)[nH]c(C(=O)OCC(=O)c2ccc(C)s2)c1C,-6,11,-8,2,2,-5,-42,-4
COc1ccc(CCN(Cc2cccs2)S(=O)(=O)c2ccc(-n3cnnn3)cc2)cc1OC,-17,1,1,-4,21,8,9,-4
